High-throughput results: PubChem BioAssay, several laboratories
PERK inh = human PERK inhibition, primary cell-based screen | Q9NZJ5 | CHO PERK-DD fusion, SEAP luminescence translation reporter | inhibition, % at 5.6 µM | 0.17% of 220,000 active | AID 1416;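 active = inhibition above the mean inhibition of all tested compounds plus 3 SD, set separately per screening campaign, cut at about 2.9% in these data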;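 note: PERK kinase domain activated by AP20187 dimerizer at 100 nM; 0% = DMSO with dimerizer and 100% = rapamycin at 8.4 µM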
Target sequence (Q9NZJ5 whole entry, looked up, the tested form may be a part): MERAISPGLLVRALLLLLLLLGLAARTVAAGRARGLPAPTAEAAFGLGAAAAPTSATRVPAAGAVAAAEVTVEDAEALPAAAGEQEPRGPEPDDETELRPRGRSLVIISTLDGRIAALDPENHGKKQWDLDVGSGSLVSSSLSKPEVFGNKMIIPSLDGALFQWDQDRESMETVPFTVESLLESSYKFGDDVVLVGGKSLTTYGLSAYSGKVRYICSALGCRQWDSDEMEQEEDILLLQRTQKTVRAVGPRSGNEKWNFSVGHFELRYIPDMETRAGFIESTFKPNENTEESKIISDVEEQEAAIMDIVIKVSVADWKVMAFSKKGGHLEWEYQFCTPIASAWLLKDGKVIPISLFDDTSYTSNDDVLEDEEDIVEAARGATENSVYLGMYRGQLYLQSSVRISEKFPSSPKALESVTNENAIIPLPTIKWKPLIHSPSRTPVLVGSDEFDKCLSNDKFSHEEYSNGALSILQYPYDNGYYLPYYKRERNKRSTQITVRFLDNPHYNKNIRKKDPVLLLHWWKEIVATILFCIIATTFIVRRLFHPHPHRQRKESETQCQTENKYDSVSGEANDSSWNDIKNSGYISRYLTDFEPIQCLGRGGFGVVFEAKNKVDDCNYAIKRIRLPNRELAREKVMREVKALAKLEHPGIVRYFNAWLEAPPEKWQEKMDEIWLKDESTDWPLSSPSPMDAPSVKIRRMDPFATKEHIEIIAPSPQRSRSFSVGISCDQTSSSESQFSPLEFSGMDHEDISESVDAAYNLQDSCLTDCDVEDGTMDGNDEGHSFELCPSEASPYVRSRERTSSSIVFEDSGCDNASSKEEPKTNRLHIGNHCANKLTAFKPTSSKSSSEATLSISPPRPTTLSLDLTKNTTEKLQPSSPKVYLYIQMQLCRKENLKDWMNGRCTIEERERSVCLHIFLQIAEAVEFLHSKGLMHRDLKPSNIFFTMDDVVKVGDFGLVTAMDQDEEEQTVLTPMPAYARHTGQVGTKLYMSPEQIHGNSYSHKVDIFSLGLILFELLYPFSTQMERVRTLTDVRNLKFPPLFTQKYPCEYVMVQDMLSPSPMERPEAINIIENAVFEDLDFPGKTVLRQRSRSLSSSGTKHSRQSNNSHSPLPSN
zVAD death inh = L929 zVAD cell death inhibition | viability rescue, % at 10 µM | 0.38% of 220,000 active | L929 zVAD necroptosis rescue, ATP luminescence, 24 h; with zVAD 60 µM | AID 1377;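 active = activation, scaled between plate controls, above about 75%, limit read from the data; inactive = activation under that limit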;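 note: 0% = zVAD with DMSO and 100% = DMSO alone without zVAD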
EBV gp42 inh = blocks Epstein-Barr virus glycoprotein 42 binding; Q1HVG2; Fluorescence polarization binding assay, mP read-out; inhibition, % (tested at 21.74 µM); 0.42% of 220,000 active; AID 1085; in the data active = inhibition above about 50%
TNF necrop inh = blocks TNF-alpha induced death of Jurkat FADD-/- cells; 0.068% of 220,000 active; Jurkat FADD-/- TNF necroptosis rescue, ATP luminescence, 24 h; 0 = TNF only, 100 = no-TNF cells; activation (protection from cell death), % at 10 µM;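 active = activation, meaning protection from cell death, of at least 50% relative to plate controls; inactive = activation below 50%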;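 note: necroptosis triggered by 40 ng/mL TNF-alpha added together with compound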
Rad51 HR inh = blocks human Rad51 in homologous recombination. AID 1385. inhibition, % at 10 µM. 0.085% of 200,000 active. Q06609. hRad51 DNA strand exchange, fluorescence dequenching;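 active = inhibition above 40% at the single screening dose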;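 note: 0% = DMSO control wells and 100% = blanks with heterologous ssDNA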
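Material: human Rad51–ssDNA filaments; Probe or stimulus: labelled 47-mer dsDNA for strand exchange; Doses: single 10 µM dose; Incubation: 37 °C 15-min filament assembly, 30-min compound preincubation, 15-min exchange; Technique: FRET fluorescence dequenching, excitation 485 nm, emission 520 nm; Measure: Fluorescence-based percent inhibition, control- and blank-normalised; Benchmarks: plate control and blank wells.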
eIF4E-4G inh = blocks eIF4E binding to eIF4G; TR-FRET eIF4E-eIF4GI(517-606) binding, 2 h; AID 782; 0.37% of 220,000 active; P63073+Q04637; inhibition, % at 21.7 µM;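 active = inhibition above about 30%, limit read from the data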;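 note: 0% = full FRET control wells and 100% = background wells lacking eIF4GI fragment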
KCC2 mod = KCC2 (human) Cl- transport modulation. Q9H2X9. KCC2 cells, thallium flux FluoZin-2 fluorescence. B-score of Tl+ flux slope (higher = more flux/activation; lower = inhibition) at 10 µM. 2.2% of 190,000 active;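 active = thallium flux slope and its plate-corrected score both differing from the plate sample mean at a set confidence after two filtering rounds, in either direction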;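 note: slope of fluorescence scaled to starting intensity during 10 to 20 s after thallium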
Mdm2 ligase inh = Mdm2 E3 ligase (human) inhibition | cell-based MDM2 ubiquitination luciferase reporter, 2 h; 0 = plate control, 100 = twice control, blank-subtracted | signal enhancement, % at 5 µM | 0.11% of 210,000 active;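 active = signal enhancement of 30% or more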;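 note: luminescence tracks abundance of the self-degrading MDM2-luciferase fusion protein; higher signal means inhibition of MDM2 E3 ligase activity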
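Test system: stable mammalian line carrying autodegrading MDM2–luciferase fusion reporter; quantity: 2000 cells in each well; times: 4 h cell settling then 2 h compound exposure, 37 °C; detection: luminescence with SteadyLite reagent, 15 min at room temperature; evaluation: percent signal gain over controls, blank-subtracted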
m-calpain inh = blocks pig calpain II enzyme activity. purified calpain II, fluorogenic peptide substrate, 30 min. inhibition, % at 16 µM. 0.37% of 220,000 active. AID 1236;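 active = inhibition above about 50%, limit read from the data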
The depositor's hits bear a star; · = not tested or not shown; [ ] = dose if it differs, or a comment.

smiles	KCC2 mod	PERK inh	Mdm2 ligase inh	eIF4E-4G inh	TNF necrop inh	m-calpain inh	zVAD death inh	EBV gp42 inh	Rad51 HR inh
CCOC(=O)CN1C(=O)C(Sc2n[nH]c(-c3cccc(C)c3)n2)CCc2ccccc21 (configuration not stated)	-1	-0.7	-4	1	-2.2	-8	0.0	-5	1
NC(=O)Nc1n[nH]c(-c2ccccc2)n1	-0.21	2.0	-5	-2	0.5	5	67	-2	-1
O=C(Cn1nnc(-c2ccccc2)n1)N/N=C/c1cc([N+](=O)[O-])c(Cl)cc1Cl	0.61	0.6	-3	-3[fluorescence artefact?]	0.7	-9	-0.1	-8	·
Cc1onc(-c2c(F)cccc2Cl)c1C(=O)NCCN1CCNC1=O	0.43	0.0	0	-6	-0.8	-20	-0.8	5	9
CC(=O)N1CCC2(CC1)C(C#N)=C(N)OC1=C2C(=O)CC(C)(C)C1	0.96	0.3	-2	7[fluorescence artefact?]	-0.9	-19	0.6	10	-5
O=C(Nc1ccccc1)c1csc(-c2ccccc2)n1	-1.2	0.7	10	1	-1.4	13	5.3	1	2
O=C(Nc1cccc(Cl)c1)c1ccc(F)c(S(=O)(=O)N2CCN(c3ccccn3)CC2)c1	-0.28	-0.7	-3	5[fluorescence artefact?]	9.3	-23	·	8	·
COc1ccc(C2C/C(=N\O)C(C)(C)O2)cc1 (configuration not stated)	0.076	1.0	-17	13	1.1	11	1.6	-19	0
CC(C)(C)NC(=O)C(c1cccs1)N(Cc1cccs1)C(=O)c1csnn1 (configuration not stated)	-1.7	0.2	-26	0	-0.6	-15	-1.1	-5	·
CCSc1nc2c([nH]c3ccccc32)c(=O)n1C	0.14	1.8	-6	3	-0.8	-15	2.3	-14	-3
CCc1cc2c(=O)c(-c3nc4ccccc4n3C)c(C)oc2c(CN2CCCCC2)c1O	-0.25	-0.7	-10	-1	2.6	-97	-0.1	12	·
CCCc1[nH]nc2c1C(Cc1ccccc1)C(C#N)=C(N)O2 (configuration not stated)	-1.9	0.4	-4	2	-2.4	-5	-0.3	-6	4
COc1ccc(S(=O)(=O)Cc2ccc(C(=O)NCCc3ccc(S(N)(=O)=O)cc3)o2)cc1	-0.33	2.5	-11	6	-1.6	27	3.2	2	0
COc1ccc(-c2nnc(SCC(=O)NNC(=O)c3ccc(C)cc3)o2)cc1	0.12	1.7	7	0	0.0	-5	0.4	-18	23
COc1ccc(OC)c(C(=O)CSc2nccc(-c3ccc(Br)cc3)n2)c1	0.46	-0.3	-17	-27[fluorescence artefact?]	-2.1	-68	0.0	-21	0
Brc1ccc2c(c1)[C@H]1OCC[C@H]1[C@@H](c1cccs1)N2	-0.73	0.9	-17	1	-12	13	0.5	-10	·
N#Cc1c(-c2ccco2)cc(-c2ccccc2)[nH]c1=O	-1.1	0.6	-4	10	1.9	-298	1.5	-9	-37
CCC(C)NCCOCCOc1ccccc1-c1ccccc1 (configuration not stated)	0.43	-1.0	-6	0	-3.5	17	-0.1	-11	-1
CN(CC(=O)Nc1ccccc1Cl)C(=O)COC(=O)CNC(=O)c1ccc(Br)o1	-0.00082	-0.1	·	·	-0.6	·	-0.1	·	-2
CC(=O)c1ccccc1OC(=O)CCN1C(=O)c2ccccc2C1=O	0.43	1.2	-5	3	-0.2	-25	2.2	-4	12

An excerpt of these results, as labelled records.
> CCSc1nc2c([nH]c3ccccc32)c(=O)n1C
  KCC2 mod = 0.14
  PERK inh = 1.8
  Mdm2 ligase inh = -6
  eIF4E-4G inh = 3
  TNF necrop inh = -0.8
  m-calpain inh = -15
  zVAD death inh = 2.3
  EBV gp42 inh = -14
  Rad51 HR inh = -3

> CCc1cc2c(=O)c(-c3nc4ccccc4n3C)c(C)oc2c(CN2CCCCC2)c1O
  KCC2 mod = -0.25
  PERK inh = -0.7
  Mdm2 ligase inh = -10
  eIF4E-4G inh = -1
  TNF necrop inh = 2.6
  m-calpain inh = -97
  zVAD death inh = -0.1
  EBV gp42 inh = 12
  Rad51 HR inh = ·

> CCCc1[nH]nc2c1C(Cc1ccccc1)C(C#N)=C(N)O2 (configuration not stated)
  KCC2 mod = -1.9
  PERK inh = 0.4
  Mdm2 ligase inh = -4
  eIF4E-4G inh = 2
  TNF necrop inh = -2.4
  m-calpain inh = -5
  zVAD death inh = -0.3
  EBV gp42 inh = -6
  Rad51 HR inh = 4

Following part.
smiles	KCC2 mod	PERK inh	Mdm2 ligase inh	eIF4E-4G inh	TNF necrop inh	m-calpain inh	zVAD death inh	EBV gp42 inh	Rad51 HR inh
Cc1csc(NC(=O)CSc2nnc(CCNC(=O)c3cccs3)n2C)n1	0.03	0.9	5	-3	-1.3	-8	0.1	-6	-3
O=C(O)CCS(=O)(=O)c1ccc(-c2ccccc2)cc1	1.2	1.1	2	1	2.1	-3	0.6	-11	0
Cc1ccc(S(=O)(=O)N(C)Cc2nc(-c3ccncc3)no2)cc1	-0.64	0.4	-1	3	-2.0	-6	0.6	-8	3
CCOc1ccc(CC(=N)C2=C(O)CC(C)(C)CC2=O)cc1OCC	-4.3*	0.0	0	0	1.9	-1	1.2	-16	-5
Cc1ccc(/C=N/N2C(=S)SC(C)(C)C2N(O)C(=O)Nc2ccc([N+](=O)[O-])cc2)cc1 (configuration not stated)	-0.013	0.5	-25	7	2.2	1	0.5	27	-2
COc1cccc(-n2c(SCC(=O)NCc3cccs3)nc3ccccc3c2=O)c1	-0.39	-0.5	2	1	2.3	3	-0.3	-3	8
CC(C)(CO)NCc1ccccc1OCC(=O)Nc1ccccc1	0.63	0.8	-5	-1	-0.2	17	0.1	-3	-4
CCOC(=O)c1c(-c2ccc(C)cc2)csc1NC(=O)CCSc1nnc2ccccn12	-0.2	0.7	-16	-3	-2.4	-30	-0.5	-6	-6
CCCC(=O)Nc1ccc(C(=O)NNC(=S)NC(=O)c2ccc(Br)o2)cc1	-1.4	1.1	-4	-2	0.4	-55	1.6	-5	-3
CCCNC(=O)C(Cc1ccccc1)NS(=O)(=O)c1cccc2nsnc12 (configuration not stated)	·	-0.5	-17	8	-0.5	-18	0.3	-1	-2
COC(=O)N/N=C\c1c(C)nn(-c2ccccc2)c1Cl	-0.027	0.8	-4	2	1.2	8	-0.2	-13	1
COCCNc1nc(N)c([N+](=O)[O-])c(NCC2CCCO2)n1 (configuration not stated)	1.1	0.1	2	10[fluorescence artefact?]	2.6	9	-0.4	-23	15
Cc1cccc(Cn2c(SCCN3CCOCC3)nc3c2c(=O)n(C)c(=O)n3C)c1	-0.59	-0.3	-14	-5	0.4	-13	-0.4	-3	3
CCOc1ccc2nc(NC(=O)CN3CCOCC3)sc2c1	0.58	0.3	2	2	1.7	7	74	13	0
CCOc1cccc(SCc2noc(C(=O)NCCOC)c2C(=O)O)c1	-1.3	0.0	-9	3	-2.2	-41	1.6	-21	-4
O=C(NCC1CCN(c2ccc(S(=O)(=O)N3CCOCC3)cc2)CC1)c1cccc(Cl)c1	0.0052	-0.6	-8	-5	1.6	6	-1.1	-23	-9
CCOC(=O)N1CCN(C(=S)NC(=O)c2c(-c3c(Cl)cccc3Cl)noc2C)CC1	11*	-1.8	-10	4	0.2	29	-0.4	-6	-12
CC(=O)c1ccc(OCC(=O)NCC(c2ccco2)N2CCCCC2)cc1 (configuration not stated)	-0.72	0.8	-6	3	0.2	6	-0.6	-3	·
Cc1[nH]n(-c2ccccc2)c(=O)c1N=Nc1ccc2c(c1)OCO2	-0.53	-0.3	-6	-1	-1.7	2	0.2	-9	-5
COC(=O)/C=C/C(=O)Nc1cccc(C(F)(F)F)c1	-0.036	0.1	-22	7	-11	23	1.3	1	-7
CCOC(=O)C1CCN(C(c2cc3ccc(C)c(C)c3[nH]c2=O)c2nnnn2C2CCCCC2)CC1 (configuration not stated)	-1.5	-0.9	-4	-26	-3.4	-86	-0.3	2	-5
O=C(COc1cccc2ccccc12)NNC(=O)C1CCCO1 (configuration not stated)	·	0.8	-15	4	-0.8	8	0.2	-12	·
CC(C)NC(=O)CCn1c(=S)oc2ccccc21	-0.0037	0.1	-27	-5	-0.3	8	-0.3	-12	-5
CC(C)C(=O)N1C2CCC1CC(O)(c1ccc(F)cc1)C2 (configuration not stated)	0.11	1.1	-6	-1	-0.8	-19	-0.1	-3	-6
COc1ccccc1NC(=O)C(=O)N/N=C(\C)CC(=O)Nc1ccc(OCc2ccccc2)cc1	-0.56	0.8	-10	-9	-1.9	-61	1.9	-1	-5
O=C(O)CSc1c[nH]c2ccccc12	-1.1	-0.1	-25	2	-0.4	19	-0.9	11	-6
Cc1ccc(Cn2nnc3c(=O)[nH]c(C4CCN(S(=O)(=O)c5ccccc5)CC4)nc32)cc1	·	0.4	-16	3	-0.8	-55	2.9	2	·
Cc1cccc(N/C=C/C(=C(C#N)C#N)N(C)C)c1	·	0.2	-15	1[fluorescence artefact?]	-2.2	60*	1.1	-8	0
CC1=CC(=O)C=C(C)C1=NOC(=O)c1cccc([N+](=O)[O-])c1	0.46	-0.8	-5	-1	-2.7	14	0.6	5	2
COc1ccc(C(O)P(=O)(OCCC(C)C)c2ccc(N(C)C)cc2)cc1OC (configuration not stated)	0.91	-1.8	-14	-4	-0.1	-16	-0.5	-12	-5
COc1ccc(OC)c(C2CC(=O)Nc3c2c(=O)[nH]c2ncnn32)c1 (configuration not stated)	2.3	-0.5	-8	-4	-0.2	15	6.3	8	2
COc1ccc(-n2c(=O)c3c4c(sc3n3c(C)nnc23)CC(C)CC4)cc1 (configuration not stated)	0.038	0.4	·	·	-3.5	·	0.0	·	·
O=C(N/N=C/c1ccccc1OC(F)F)NC1CCCCC1	-0.23	0.9	·	-6	1.5	-5	0.8	-9	6
O=S(=O)(c1ccc(Cl)nc1)N1CCc2ccccc21	-0.14	0.2	-10	-1	0.6	24	0.2	-6	5
COc1ccc(-c2cnc(N)n2CC2CCCO2)cc1 (configuration not stated)	·	0.2	-5	-6	1.6	-40	1.2	-6	-4
Cn1cnc(S(=O)(=O)N2CCc3ccccc32)c1	0.57	3.1*	-9	-6[fluorescence artefact?]	-1.2	-38	-0.3	-12	-4
CCC(C)NC(=O)CN(C1CCCCC1)S(C)(=O)=O (configuration not stated)	0.033	1.6	2	1	0.3	-19	1.3	-18	11
C/C(N)=C(/C#N)C(=O)CSc1ncnc2ccccc12	1.4	0.9	-7	-4	-0.2	-28	2.3	-9	2
CCCC(=O)NC(Nc1ccccc1OC)C(Cl)(Cl)Cl (configuration not stated)	-0.032	0.3	-11	-2	-3.4	-10	0.0	-8	-1
Cc1ncc(CN2CCC(CO)(CCc3ccccc3)CC2)s1	0.05	1.8	-10	0	0.2	-1	0.0	1	-1
O=C(Nc1cccnc1)Nc1ccc(F)c(Cl)c1	·	-0.2	-10	-2	1.2	-13	-0.2	10	3
Cc1cc(OCC(=O)Nc2ccc3oc(-c4ccncc4)nc3c2)ccc1Cl	·	0.5	-14	·	0.3	-213	1.0	-10	6
Cc1ccc(Cl)cc1N1CCN(S(=O)(=O)c2ccc3c(c2)OCCO3)CC1	-0.25	-0.3	0	-1	-0.6	29	0.4	-13	8
CCc1nnc(NC(=O)c2ccc3nc(CC)c(CC)nc3c2)s1	-0.23	1.9	-9	5	0.5	-15	4.5	-8	0
CC1CCCc2sc3nc(NCc4ccco4)n4ncnc4c3c21 (configuration not stated)	0.16	0.1	1	2	-1.5	-9	0.1	-17	-1
